Assay outcomes: PubChem BioAssay, NCI
NCI-60 one-dose screen, 48 h, at 10 µM unless noted. Numbers give growth in % (100 = growth as untreated, 0 = no growth, -100 = all killed).
KM12 – KM12 colon cancer cells. 82,000 tested, 5% active
NCI-H522 – NCI-H522 lung cancer. AID 1794739. 78,000 tested, 8% active
COLO 205 – COLO 205 colon cancer; 79,000 tested, 7.3% active; AID 1794742
NCI-H460 – NCI-H460 lung cancer; 82,000 tested, 6.8% active; AID 1794736
NCI-H23 – NCI-H23 lung cancer; AID 1794731; 80,000 tested, 4% active
NCI/ADR-RES – NCI/ADR-RES ovarian cells; AID 1794790; 81,000 tested, 4.4% active
NCI-H322M – NCI-H322M lung cancer | 80,000 tested, 2.7% active
NCI-H226 – NCI-H226 lung cancer. 79,000 tested, 3.5% active
IGROV1 – IGROV1 ovarian cancer. 79,000 tested, 4.7% active
* marks the source's active call; other numbers are inactive results; x = no result given; [ ] = dose if it differs, or a comment. Rule for the calls: active = growth percent below 10; inactive = the rest.

item	Molecule	KM12	NCI-H522	COLO 205	NCI-H460	NCI-H23
1	Nc1nc2c(s1)Nc1ccccc1NC2=O	100.1	98.5	x	106.7	96.5
2	C1=C\c2ccc(c(-c3nnc(Nc4cccnc4)o3)c2)/C=C\c2ccc/1cc2	100.3	81.7	107.6	96.7	93.7
3	Cc1ccc2cccnc2c1	104.3	89.2	104.1	101.0	98.2
4	COc1ccc2c(c1)CN1C(CCC3c4ccccc4NC31)C2 (stereo not drawn)	91.2	84.3	85.7	80.6	82.7
5	COC(=O)CCC(CCC(=O)OC)(CCC(CCC(=O)OC)(CCC(=O)OC)[N+](=O)[O-])[N+](=O)[O-]	101.4	105.4	114.6	105.6	98.1
6	COc1cnc2c(c1)C(=O)c1c-2n(CCCn2ccnc2)c(=O)c2cc(F)ccc12	0.0*	x	-34.0*	-62.9*	-36.7*
7	CC1=NN(C(=O)c2cc(Cl)cc([N+](=O)[O-])c2)C(=O)C1N=Nc1ccccc1C(=O)O (stereo not drawn)	97.3	93.0	106.6	101.7	96.0
8	c1ccc(CNCc2ccccc2)cc1	113.0	96.3	104.0	99.6	93.0
9	C=CC1CNCCC1CC(=O)OCC (stereo not drawn)	94.1	87.9	111.3	100.4	106.1
10	CC(NC(=O)c1cccc2c1Oc1ccccc1S2)C(=O)O (stereo not drawn)	95.8	x	121.4	106.4	99.2
11	CCOP(=O)(OCC)C(NC(=O)c1ccccc1)C1=NCCS1 (stereo not drawn)	103.2	85.3	105.5	102.0	104.2
12	CCCCCCCCCCCCCCCCNC(=O)Nc1ccc(-c2ccc(NC(=O)NCCCCCCCCCCCCCCCC)c(OC)c2)c(OC)c1	102.2	x	110.0	100.5	107.3

item	NCI/ADR-RES	NCI-H322M	NCI-H226	IGROV1
1	107.3	91.7	91.1	92.9
2	93.3	91.9	89.0	90.2
3	103.4	113.4	95.5	113.0
4	85.5	82.0	81.6	94.6
5	98.1	100.4	105.1	106.5
6	-3.9*	-1.3*	-67.9*	4.0*
7	102.1	96.0	99.7	103.6
8	97.1	88.1	90.9	102.7
9	102.0	90.1	104.2	106.2
10	98.4	105.3	102.7	106.2
11	107.8	96.5	102.2	101.8
12	101.3	108.7	97.4	108.4

Other compounds:
item	Molecule	KM12	NCI-H522	COLO 205	NCI-H460	NCI-H23
13	Cc1ccc2nc3sc(C(=O)Nc4ccc(C(=O)/C=C/c5ccc(Cl)cc5)cc4)cc3cc2c1	100.1	89.9	102.0	105.3	97.2
14	COc1cc(C)cc2oc3oc(=O)c(-c4csc(-c5cc6ccccc6o5)n4)cc3c(=O)c12	97.2	97.7	110.8	101.6	98.5
15	N#Cc1c(-c2cccs2)cc(-c2cnccn2)nc1SCC(=O)c1ccc(Cl)cc1	99.8	x	105.4	109.7	89.5
16	CCCC(O)c1ccccc1Cl (stereo not drawn)	102.5	90.2	114.0	106.9	102.0
17	CSc1ncc2ncn(C3OC(CO)C(O)C3O)c2n1 (stereo not drawn)	112.9	118.5	142.2	120.4	137.3
18	Cc1nc(-c2ccccc2)n2nc(-c3ccccc3)cc2n1	93.5	87.3	112.6	100.2	x
19	CCOC(=O)N(Cc1ccccc1)C1CC1	100.4	91.9	108.9	107.9	99.1
20	O=C(N/N=C/c1ccc(-c2ccc(O)cc2)s1)c1[nH]c2ccc(Br)cc2c1-c1ccccc1	7.7*	18.6	-32.9*	-18.3*	7.7*
21	O=C1C=C(S(=O)(=O)O)C(=O)c2ccccc21	86.6	89.1	103.8	101.3	87.4
22	CC(=O)C1OC1(C)C (stereo not drawn)	106.7	93.3	120.9	104.1	101.0
23	CCOC(=O)C1CC2C=CC1C2 (stereo not drawn)	112.1	102.7	142.6	104.6	99.0
24	Cc1ccccc1N1CCN(CSc2ccccc2)CC1	106.9	100.1	120.7	92.9	97.2

item	NCI/ADR-RES	NCI-H322M	NCI-H226	IGROV1
13	102.1	98.5	90.2	96.4
14	100.9	94.7	98.3	105.6
15	103.3	102.1	89.0	72.7
16	108.3	99.6	104.9	99.1
17	142.8	123.8	102.0	x
18	x	95.9	94.5	80.4
19	106.5	81.0	98.6	x
20	-27.4*	29.8	27.6	12.9
21	96.8	110.6	90.9	107.4
22	109.0	91.8	97.7	99.6
23	99.7	121.2	114.3	107.2
24	99.0	x	94.2	103.4

(list continues)
item	Molecule	KM12	NCI-H522	COLO 205	NCI-H460	NCI-H23
25	NCC(O)C(O)C(O)C(O)CO (stereo not drawn)	98.5	101.6	101.3	102.5	98.2
26	N#Cc1ccc(NS(=O)(=O)c2ccc(-c3ccc(Cl)cc3Cl)cc2)cc1	81.1	63.7	110.7	83.0	75.9
27	CC1CCN(C(=O)OCc2nc3nc(Cl)nc(N4CCOCC4)c3[nH]2)CC1	9.4*	-67.8*	-86.6*	10.5	8.5*
28	CC/C(=C\c1ccc2c(c1)COC2)c1nc2ccccc2c(=O)[nH]1	102.7	93.6	110.3	102.3	92.6
29	CCc1nnc2sc(/C=C/c3cccc(C(F)(F)F)c3)nn12	103.0	101.7	123.5	103.3	x
30	c1ccc2c(c1)Nc1ccncc1S2	103.4	92.5	129.9	100.4	99.5
31	O=C(CBr)c1cc2ccccc2c2ccccc12	100.5	98.0	111.1	106.4	92.3
32	CCCC(C(=O)OCCN1CCCC12CCCCC2)C1CCCC1 (stereo not drawn)	98.7	83.8	88.1	105.2	86.9
33	CC1(C)C(=O)C(C)(C)C1=O	112.5	100.4	118.1	120.7	100.6
34	O=C(/C=C/c1ccc(F)cc1)c1ccc(NC(=O)N2CCN(c3cc4c(cc3F)c(=O)c(C(=O)O)cn4C3CC3)CC2)cc1	100.0	87.0	115.4	82.9	92.8
35	CCCCC[C@H]1CC=C2C(=O)C=C[C@@H]2CC=CCCCC(=O)O[C@@H](CCCCC)CC=C2C(=O)C=C[C@@H]2CC=CCCCC(=O)O[C@@H](CCCCC)CC=C2C(=O)C=C[C@@H]2CC=CCCCC(=O)O1	-41.0*[8.75 µM]	-48.5*[8.75 µM]	-30.7*[8.75 µM]	1.0*[8.75 µM]	-16.4*[8.75 µM]
36	O=C(O)C1(C(=O)O)CCCC1	100.9	x	102.3	100.5	95.2

item	NCI/ADR-RES	NCI-H322M	NCI-H226	IGROV1
25	102.0	100.4	93.4	101.0
26	84.9	104.2	74.5	93.6
27	-18.6*	68.0	-73.7*	-68.0*
28	96.6	90.4	96.6	x
29	103.6	103.9	109.1	109.1
30	107.4	114.1	84.0	99.4
31	87.2	100.4	87.1	112.0
32	85.6	90.0	x	86.9
33	103.6	122.0	110.2	111.2
34	100.2	100.1	96.1	89.5
35	49.8[8.75 µM]	17.9[8.75 µM]	6.5*[8.75 µM]	-46.1*[8.75 µM]
36	96.9	123.2	93.1	122.7

Complete entries as entered above.
Profile of CC1(C)C(=O)C(C)(C)C1=O = KM12: 112.5; NCI-H522: 100.4; COLO 205: 118.1; NCI-H460: 120.7; NCI-H23: 100.6; NCI/ADR-RES: 103.6; NCI-H322M: 122.0; NCI-H226: 110.2; IGROV1: 111.2
Profile of O=C(O)C1(C(=O)O)CCCC1 = KM12: 100.9; NCI-H522: x; COLO 205: 102.3; NCI-H460: 100.5; NCI-H23: 95.2; NCI/ADR-RES: 96.9; NCI-H322M: 123.2; NCI-H226: 93.1; IGROV1: 122.7

(cont.)
item	Molecule	KM12	NCI-H522	COLO 205	NCI-H460	NCI-H23
37	CS(=O)c1nccc(-c2c(-c3ccc(F)c(O)c3)nc3sccn23)n1 (stereo not drawn)	107.6	101.0	121.0	102.5	x
38	c1ccc(-c2cc3c([nH]2)-c2oncc2CC3)cc1	95.8	86.0	92.3	98.5	89.7
39	Cn1c(=O)c(-c2ccc(O)cc2)cc2c(N)ncnc21	90.5	59.7	97.1	90.0	93.1
40	COc1cc([C@@H]2c3cc4c(cc3C(OC3O[C@@H]5COC(C)O[C@H]5[C@H](O)[C@H]3O)C3COC(=O)[C@@H]32)OCO4)cc(OC)c1O (stereo partly drawn)	42.1	24.3	60.6	7.3*	14.3
41	CCOC(=O)C(CCC(=O)c1ccccc1)(NC(C)=O)C(=O)OCC	101.0	97.0	105.3	111.5	97.9
42	CC12CCC3C(CC=C4CC(O)CCC43C)C1CC(O)C2 (stereo not drawn)	92.3	x	128.0	105.6	100.9
43	CCOC(=O)CSc1nc2c(c(=O)n(C)c(=O)n2C)n1CC	102.5	95.0	113.6	104.2	102.4
44	COc1ccc(S(=O)(=O)NCCCNc2nccc(-c3c(-c4cccc([N+](=O)[O-])c4)nc4sccn34)n2)cc1	28.9	32.4	36.4	44.4	47.3
45	COc1cc(CN(C(C)=O)c2ccccc2C(=O)O)ccc1[N+](=O)[O-]	104.2	100.1	104.1	104.4	95.1
46	O=C1O[C@H]2c3ccccc3-c3c4c(cc5c3[C@H]2N1CC5)OCO4	106.7	87.1	107.4	95.7	103.3
47	O=C(CCc1nnc(C2CCCN2)o1)c1nc2ncccc2[nH]1 (stereo not drawn)	101.7	93.9	117.1	104.1	89.9
48	C=CCc1c2c(c(OC)c3ccoc13)C(=O)/C(=C/c1ccc(OC)cc1)O2	64.8	75.3	95.0	53.7	82.9

item	NCI/ADR-RES	NCI-H322M	NCI-H226	IGROV1
37	110.8	104.6	105.3	105.5
38	94.9	93.8	96.4	84.4
39	101.7	94.0	99.7	73.9
40	90.4	115.5	33.1	65.4
41	102.0	104.4	98.2	103.0
42	102.9	90.0	101.5	97.6
43	101.0	98.2	92.2	104.5
44	22.9	67.6	34.8	40.1
45	102.9	x	90.9	115.0
46	105.4	122.7	96.0	113.8
47	94.8	103.7	85.1	97.6
48	73.9	85.1	93.8	78.2

Remaining list, next part.
item	Molecule	KM12	NCI-H522	COLO 205	NCI-H460	NCI-H23
49	Cn1c(COC(=O)NCCn2ccnc2)nc2c(N3CCOCC3)nc(-c3ccccc3)nc21	-69.3*	-54.7*	-57.3*	-72.1*	-74.8*
50	O=C(c1ccc2ccccc2c1)c1cccc(F)c1C(=O)O (tested in a mixture with another compound)	105.2	93.9	107.7	108.0	104.0
51	O=C(O)CCCN1C(=O)/C(=C\c2cn(-c3ccccc3)nc2-c2ccc(Cl)cc2)SC1=S	103.0	83.0	105.8	99.1	102.2
52	COc1ccc(-n2nc(C(=O)NN)cc2-c2ccc(Br)cc2)cc1	96.9	77.8	100.0	94.2	85.3
53	Cc1ccccc1-c1cc(-c2cccs2)c(C#N)c(=O)[nH]1	104.4	95.8	115.4	102.9	95.0
54	Cc1ccccc1-n1nnc(C(=O)Nc2cnc3ccccc3n2)c1C	94.0	76.2	92.1	96.8	84.7
55	Nc1ccc2ccccc2c1C(=O)c1ccccc1	113.7	81.8	103.3	109.4	136.9
56	Cc1ccc(S(=O)(=O)Nc2ccc(-c3cnc(N)[nH]3)cc2)cc1	100.1	25.1	97.8	99.5	92.0
57	Cn1cnc2c(ncn2C2OC(CO)C(O)C2O)c1=S (stereo not drawn)	110.8	92.1	101.7	117.4	102.1
58	Nc1nnc(-c2cc(=O)oc3ccc(Cl)cc23)s1	106.8	100.1	114.6	105.5	94.0
59	COc1cc2nc(Cl)nc(Nc3cccc(C4=Nc5c(N)nc(N)nc5NC(c5ccccc5)C4)c3)c2cc1OC (stereo not drawn)	78.3	76.5	99.8	87.4	83.5
60	C#CCOc1ccccc1C(Nc1ccc(F)c(Cl)c1)c1nnnn1C1CCCCC1 (stereo not drawn)	83.2	64.9	97.9	90.6	87.2

item	NCI/ADR-RES	NCI-H322M	NCI-H226	IGROV1
49	-2.0*	33.4	-53.8*	-96.0*
50	112.7	115.9	103.9	108.8
51	92.1	94.8	98.4	101.5
52	95.6	88.9	72.6	88.4
53	98.3	103.9	99.0	103.0
54	98.4	84.0	88.5	91.5
55	x	93.5	x	96.0
56	98.9	91.6	92.0	93.2
57	112.4	104.6	106.2	105.1
58	101.6	94.0	93.6	86.7
59	94.1	92.9	86.9	86.7
60	86.2	89.3	84.3	83.1

The list goes on.
item	Molecule	KM12	NCI-H522	COLO 205	NCI-H460	NCI-H23
61	CCCC(=O)OC(NC(=O)NC(OC(=O)CCC)C(Cl)(Cl)Cl)C(Cl)(Cl)Cl (stereo not drawn)	102.3	64.2	98.0	104.7	100.6
62	C/C(=N\NC(=O)c1ccccc1O)c1cccc(/C(C)=N/NC(=O)c2ccccc2O)n1	22.6	61.4	35.2	21.3	44.4
63	CCOP1(=O)CC(C)=C(Cl)C(P(=O)(O)O)C1 (stereo not drawn)	104.7	89.7	109.7	114.1	93.3
64	O=c1c2ccccc2n(C[C@H]2CO2)c2ccccc12	-16.4*	-37.5*	2.5*	-40.5*	-58.2*
65	O=C(CSc1nnc(-c2ccc(NC(=O)c3cccnc3)cc2)o1)Nc1ccccc1Cl	110.2	40.6	88.3	112.3	104.0
66	Cc1ccc([N+]2=NOC(=O)C2S(=O)(=O)Nc2ccc(-n3c(-c4ccc(Cl)cc4)nc4ccccc4c3=O)cc2)cc1 (stereo not drawn)	79.5	x	92.6	97.5	106.7
67	Oc1c(I)cc(Cl)c2cccnc12	44.9	x	84.7	24.7	48.2
68	COc1ccc(OCC(=O)Nc2ccc(-c3nc4ccccc4s3)cc2)cc1	110.0	91.7	126.6	108.6	91.7

item	NCI/ADR-RES	NCI-H322M	NCI-H226	IGROV1
61	110.3	93.7	89.5	98.6
62	59.1	38.7	50.0	61.8
63	96.1	108.0	99.9	x
64	-14.3*	20.0	51.4	-52.3*
65	104.3	113.9	116.1	86.8
66	106.3	95.7	79.3	91.5
67	30.8	x	78.2	29.6
68	98.2	110.2	95.5	85.6

Down the list, as entered above.
Nos. 61–67 in NCI-H23: 100.6, 44.4, 93.3, -58.2*, 104.0, 106.7, 48.2
